Assay outcomes (PubChem BioAssay)
RPL19A-GFP yeast = alters RPL19A-GFP fluorescence in TOR pathway yeast screen. S. cerevisiae RPL19A-GFP strain, flow cytometry, 3 h; hits give low values. percent response vs DMSO, % at 10 µM. 330,000 compounds, 0.3% hits. AID 2025;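 active = percent response vs DMSO below 50%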;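 also: median channel GFP fluorescence of the barcoded RPL19A-GFP strain; ratio of sample median GFP to plate DMSO average so 100% = DMSO; lower means less RPL19A-GFP as with rapamycin TOR inhibition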
proCasp7 act = counter-screen for procaspase-3 activators: activators of human procaspase-7; recombinant procaspase-7, Ac-DEVD-pNA absorbance 405 nm; D23A/D198A/D206A triple mutant, cannot self-cleave; scale: DMSO 0, 5 µM enzyme 100; AID 463210; 330,000 compounds, 0.093% hits; activation, % at 8.5 µM;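 active = percent activation above the screen-wide mean plus 3 SD, cut at about 25% in these data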
Target sequence (P55210 whole entry D23A/D198A/D206A): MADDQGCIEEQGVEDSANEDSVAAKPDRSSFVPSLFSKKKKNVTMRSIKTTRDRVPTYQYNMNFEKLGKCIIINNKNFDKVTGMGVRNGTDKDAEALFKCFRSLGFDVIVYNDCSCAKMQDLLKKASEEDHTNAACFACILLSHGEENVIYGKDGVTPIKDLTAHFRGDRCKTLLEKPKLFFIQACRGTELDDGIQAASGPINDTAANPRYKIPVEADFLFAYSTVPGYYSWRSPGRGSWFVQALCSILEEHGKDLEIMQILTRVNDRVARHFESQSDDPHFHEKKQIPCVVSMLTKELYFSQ
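Material: Procaspase-7 triple mutant (PC-7 D3A) | Quantity: 2 µM procaspase-7 mutant as dispensed | Reagent: DEVD-pNA substrate | Times: 1 h preincubation, 2 h reaction | Technique: 405 nm absorbance of p-nitroaniline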
MEP2 TOR yeast = alters MEP2-GFP fluorescence in TOR pathway yeast screen; AID 2016; GFP response vs DMSO, % at 10 µM; 330,000 compounds, 0.51% hits; S. cerevisiae MEP2-GFP strain, flow cytometry GFP, 3 h; 100% = DMSO control level;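 active = GFP response versus DMSO above a set limit, roughly screen mean plus 3 SD, cut at about 180% in these data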;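 also: median GFP fluorescence of the barcode-gated MEP2-GFP cells per well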
AHR act = activates the human aryl hydrocarbon receptor. P35869. AHR-responsive luciferase reporter cells, luminescence. activation, % at 5 µM. 320,000 compounds, 2.5% hits. AID 2796; in the data active = activation above about 47%;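 also: 0% = vehicle wells and 100% = reference agonist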
procasp3 activ = procaspase-3 (human) activation; AID 463141; recombinant procaspase-3 D3A, Ac-DEVD-pNA absorbance 405 nm; 330,000 compounds, 0.11% hits; activation, % at 8.5 µM; P42574;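 active = activation above the mean of all tested compounds plus 3 SD, cut at about 21% in these data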;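 also: 0% = DMSO alone and 100% = DMSO wells spiked with extra 5 µM PC-3 D3A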
Target sequence (P42574 whole entry D9A/D28A/D175A): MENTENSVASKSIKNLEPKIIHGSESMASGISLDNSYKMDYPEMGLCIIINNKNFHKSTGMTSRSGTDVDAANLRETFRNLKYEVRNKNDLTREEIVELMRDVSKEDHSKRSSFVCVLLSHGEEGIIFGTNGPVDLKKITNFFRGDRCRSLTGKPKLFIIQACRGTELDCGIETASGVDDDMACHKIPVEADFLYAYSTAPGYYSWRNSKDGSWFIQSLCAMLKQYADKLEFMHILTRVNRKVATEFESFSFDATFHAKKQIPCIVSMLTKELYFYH
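Assay system – Procaspase-3 D3A mutant, all three cleavage aspartates alanine · Controls – DMSO-only low control, 5 µM PC-3 D3A high control · Schedule – 1 h compound preincubation, 2 h substrate hydrolysis at 25 °C · Signal – 405 nm absorbance of p-nitroaniline, reads at 0 and 120 min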
GASC-1 inh = blocks human GASC-1 demethylase activity | 330,000 compounds, 0.069% hits | inhibition, % at 2.35 µM | Q9H3R0 | GST-JMJD2C(1-420) H3K9me3 demethylation, DELFIA europium | AID 2099;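 active = more than half of a compound's replicate wells show inhibition beyond 50%, single wells judged on their own value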;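 also: signal counts dimethyl H3K9 product captured on neutravidin plate; 0% = median of DMSO wells and 100% = 0.3 times that DMSO median; strong numbers were not always called active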
Target sequence (Q9H3R0 1-420 limits assumed): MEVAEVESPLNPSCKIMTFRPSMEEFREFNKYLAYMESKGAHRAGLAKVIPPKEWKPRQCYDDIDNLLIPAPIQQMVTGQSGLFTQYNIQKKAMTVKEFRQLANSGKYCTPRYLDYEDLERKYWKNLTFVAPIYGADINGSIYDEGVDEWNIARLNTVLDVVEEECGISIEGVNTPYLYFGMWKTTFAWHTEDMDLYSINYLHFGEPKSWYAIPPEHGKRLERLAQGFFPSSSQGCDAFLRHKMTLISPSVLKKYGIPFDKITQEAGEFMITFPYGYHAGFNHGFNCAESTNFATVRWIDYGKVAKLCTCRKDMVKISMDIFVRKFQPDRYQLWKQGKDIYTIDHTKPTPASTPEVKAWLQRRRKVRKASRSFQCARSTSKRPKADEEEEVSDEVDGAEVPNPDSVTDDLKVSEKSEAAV
LAP4 TOR yeast = yeast TOR pathway LAP4-GFP modulation | 320,000 compounds, 0.34% hits | AID 2023 | S. cerevisiae LAP4-GFP multiplex, flow cytometry GFP, 3 h; median GFP as percent of DMSO wells | GFP response vs DMSO, % at 10 µM;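 active = GFP response vs DMSO above a set limit, about the screen mean plus 3 SD, cut at about 150% in these data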
Yeast superoxide = yeast age-related superoxide inhibition as caloric restriction mimetic; S. cerevisiae aged cells, superoxide DHE fluorescence; hits give low values; superoxide response (% of plate mean), % at 10 µM; 330,000 compounds, 0.18% hits;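 active = superoxide response under a set limit, about three screen SD below normal, cut at about 65% in these data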;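 also: yeast aged for seven days with compound at 30 °C before DHE staining; 100% = average MFI of all compound-treated wells on the plate with controls excluded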
An asterisk follows results filed as active; [ ] = remark or other dose. Not a hit list; about 3.8% have a hit in one of these screens.

molecule	RPL19A-GFP yeast	proCasp7 act	MEP2 TOR yeast	AHR act	procasp3 activ	GASC-1 inh	LAP4 TOR yeast	Yeast superoxide
O=C(CSc1ncccn1)N1CCN(C(=O)CSc2ncccn2)CC1	102.2	-7.0	95.7	-2.5	0.0	4.0	83.6	97.0
CC(=O)Oc1ccc(C2C3=C(CC(C)(C)CC3=O)Nc3cc4c(cc32)OCCO4)cc1 (stereo not given)	95.3	7.7	117.6	1.5	3.5	-8.3	99.2	109.1
O=C(O)c1ccc(N2C(=O)c3ccc(C(=O)c4cccc([N+](=O)[O-])c4)cc3C2=O)cc1	105.7	1.0	109.7	-1.2	-2.3	0.2	88.2	113.2
N[C@@H](Cc1ccccc1)C(=O)N1CCC(C(=O)NCC(=O)Nc2ccc(F)cc2)CC1	98.1	-7.7	101.5	5.3	-2.9	-5.8	95.6	86.1
COc1ccc(NC(=O)c2ccc(F)cc2)cc1S(=O)(=O)Nc1cc(C)ccc1Br	105.2	6.5	104.1	11.2	3.6	-45.4	99.6	110.1
CCOc1ccc(NC(=O)CSc2nnc(NC(=O)C3CC3)s2)cc1	95.0	-2.7	110.1	-0.8	-3.3	1.0	100.9	93.6
O=C(Nc1ccc(N2CCOCC2)c(Cl)c1)c1cc2ccccc2o1	93.9	0.2	99.8	4.0	2.7	10.4	106.3	113.9
Cc1ccc(S(=O)(=O)N2CCCCC2)cc1NC(=O)c1ccc2c(c1)OCO2	98.2	0.3	104.1	2.2	4.9	-7.0	107.5	101.7
COc1ccc(C(=O)C2CCN(C(=O)c3ccc(OC)cc3)CC2)cc1	106.7	1.2	106.3	1.9	4.5	-12.1	101.1	99.9
O=C1COc2ccc(C(=O)COC(=O)/C=C/c3ccc(Br)o3)cc2N1	102.1	-13.3	106.2	2.2	-1.4	2.4	104.5	122.2
CCc1nc(N)c(C#N)c(-c2cccc3ccccc23)c1C	93.6	5.1	111.9	0.7	6.8	9.0	95.4	96.6
O=C1NC(c2ccccc2)=CC(c2ccccc2)N1 (stereo not given)	109.9	3.8	107.0	3.1	0.3	10.7	88.4	106.4
O=C(CN(C(=O)CCC(=O)Nc1nccs1)c1ccc(F)cc1)NCc1ccco1	98.5	7.6	98.4	-1.3	-4.3	-3.1	94.6	101.5
O=c1[nH]c(N2CCOCC2)nc2ccccc12	104.5	6.2	109.4	2.4	-4.7	18.2	95.3	98.4
COc1ccccc1CC(=O)Nc1ccccc1O	96.7	-2.6	93.7	1.0	-6.8	-0.2	102.4	105.5
O=C(Nc1cc(Cl)cc(Cl)c1)c1ccno1	105.1	-0.5	114.5	5.3	13.3	-11.2	96.0	86.8
N#CC1=C(N)C(C#N)(C#N)C(c2cccnc2)C2CCCC=C12 (stereo not given)	102.6	-7.2	123.0	6.8	-0.3	6.3	102.0	96.1
OC(COc1ccccc1F)CN1CCC(Cc2ccccc2)CC1 (stereo not given)	101.8	-0.3	91.5	-2.3	9.1	5.5	79.9	94.5
O=C(CN(C(=O)CNS(=O)(=O)c1ccc(F)cc1)c1ccccc1F)NCc1ccco1	96.0	0.0	113.7	0.0	-0.7	-11.4	94.1	96.0
NC(=O)c1ccsc1NC(=O)CS(=O)(=O)c1ccc(F)cc1	104.2	-2.6	106.7	2.3	-4.3	7.8	98.7	119.8
Cc1cc(=O)c2c([nH]1)c(C)cc1[nH]c(C)c(C)c12	102.3	9.6	109.6	24.3	1.7	8.2	108.7	95.7
CC(C)Oc1ccc(C(=O)Nc2cccc3cccnc23)cc1	97.2	-1.2	102.9	46.7	7.1	-2.7	94.4	101.1
CC(C)CC1(C)N=C(c2ccccc2)C(=S)N1 (stereo not given)	97.8	-2.6	100.5	-1.5	-1.1	7.1	111.2	86.3
CCC(c1nnc(SCC(=O)Nc2ccc(C(=O)N(C)C)cc2)n1Cc1ccccc1)N(C)C (stereo not given)	101.6	-5.0	101.3	0.9	1.1	5.3	82.8	94.0
C=COCCNC(=O)C1CC(=O)N(c2ccc(C)cc2)C1 (stereo not given)	98.8	7.2	104.8	0.0	-5.0	6.4	109.3	97.9
CC(C)CSc1nsc(N)n1	100.8	-3.0	100.4	5.4	0.9	9.2	103.1	111.6
COc1ccc(Nc2nc(-c3cccs3)nc3ccccc23)cc1	107.8	8.7	117.9	-2.5	-3.3	4.6	112.6	112.8
O=C(Cn1cnc2c(oc3nc4c(cc32)CCCC4)c1=O)Nc1ccccc1	91.9	10.0	90.6	6.3	4.6	-3.8	86.7	91.7
Cc1ccc(S(=O)(=O)N2c3ccccc3CC2C)cc1 (stereo not given)	85.7	-8.5	82.6	-1.9	7.5	-0.5	78.1	99.4
Cc1ccc(C(=O)c2ccccc2C(=O)OCC(=O)Nc2cccc([N+](=O)[O-])c2)cc1	96.2	2.7	101.3	-0.2	3.9	4.0	94.7	90.4
Cc1cc(OCC(=O)NC2CC(C)(C)NC(C)(C)C2)c2c(C)cc(=O)oc2c1	94.7	4.1	98.4	-0.4	-4.8	0.1	95.7	101.0
CN1C(=O)c2ccc(N(C)C)cc2C1=O	100.5	-19.4	102.8	0.6	-17.6	4.4	111.0	104.4
CCN(CC(O)CON=C1c2ccccc2-c2ccccc21)S(=O)(=O)c1ccc(Cl)cc1 (stereo not given)	105.6	-1.8	108.7	8.7	-7.3	3.1	102.2	107.9
CCOC(Cn1c(-c2ccc(OC)cc2)nc2ccccc21)OCC	95.3	10.4	96.0	13.7	1.1	2.8	93.5	97.0
CN(C)Cc1nnnn1-c1cccc(-n2nnnc2CN(C)C)c1	101.2	2.7	101.0	-1.1	0.9	6.4	105.3	89.9
Cc1cc(C)cc(N(C(=O)c2csnn2)C(C(=O)NC(C)(C)C)c2cccs2)c1 (stereo not given)	95.3	-9.5	99.2	0.4	-0.5	9.1	108.6	99.2
Cc1cc(NC(=O)COC(=O)c2oc3c(Cl)cccc3c2C)no1	101.7	10.0	99.4	14.6	-8.3	7.0	101.0	84.3
O=C(c1ccc2c(c1)OCCO2)C1CCN(C(=O)Nc2ccc(F)cc2)CC1	96.8	9.2	102.3	1.1	-2.2	-5.1	93.4	113.1
CCCCCc1ccc(-c2ccc(C(=O)O)cc2)nc1	90.4	-5.6	104.3	-10.0	-0.2	-10.1	146.3	116.0
COc1ccc(-c2coc3cc(O)ccc3c2=O)cc1O	95.5	6.2	101.8	-1.1	4.9	3.0	99.7	94.1

Entries listed so far that contain a cyano group, in the order listed:
molecule	RPL19A-GFP yeast	proCasp7 act	MEP2 TOR yeast	AHR act	procasp3 activ	GASC-1 inh	LAP4 TOR yeast	Yeast superoxide
CCc1nc(N)c(C#N)c(-c2cccc3ccccc23)c1C	93.6	5.1	111.9	0.7	6.8	9.0	95.4	96.6
N#CC1=C(N)C(C#N)(C#N)C(c2cccnc2)C2CCCC=C12 (stereo not given)	102.6	-7.2	123.0	6.8	-0.3	6.3	102.0	96.1

Next section
molecule	RPL19A-GFP yeast	proCasp7 act	MEP2 TOR yeast	AHR act	procasp3 activ	GASC-1 inh	LAP4 TOR yeast	Yeast superoxide
Cc1cccc(NC(=O)c2ccc(S(=O)(=O)N(C)C)cc2)n1	97.0	6.8	99.8	11.9	-6.6	-5.8	95.6	100.7
Cc1ccc(CC(=O)Nc2ccc(F)c([N+](=O)[O-])c2)cc1C	98.3	-2.1	99.4	1.5	6.8	18.0	119.5	102.5
Cc1ccc(S(=O)(=O)N(C)c2ccc(C(=O)O)cc2)cc1	99.2	-2.8	97.6	1.9	-9.0	4.7	101.4	103.8
NC(=O)c1ccc(Nc2ccc3c(c2)CCC3)c([N+](=O)[O-])c1	92.3	5.8	86.2	7.0	3.3	-4.2	82.1	109.5
COc1ccc(C(C(=O)NC2CCCC2)N(C(=O)c2ccoc2C)c2ccccc2)cc1 (stereo not given)	102.6	5.7	100.4	3.2	-3.7	-1.1	102.5	124.5
NNC(=O)C1=NOC(CNc2ncc(C(F)(F)F)cc2Cl)C1 (stereo not given)	93.3	1.0	82.4	1.0	0.4	3.9	93.9	105.1
O=S(=O)(NCCOc1ccc(F)cc1)c1ccc2c(c1)OCCO2	98.3	-0.1	100.9	0.2	5.8	-5.3	100.3	137.4
COC(=O)CSc1nc(-c2ccc(F)cc2)cc(C(F)(F)F)n1	100.2	10.3	105.6	-1.5	0.6	-0.7	105.4	101.9
NC1=NCc2ccccc21	97.3	-2.0	102.7	-1.5	-4.1	-18.2	97.7	94.1
CCN1C(=O)CS/C1=N\S(=O)(=O)c1ccc(Cl)cc1	97.6	-9.8	104.2	-0.4	2.6	15.7	106.8	87.6
NC(=O)CC(NC(=O)Cc1ccc(Br)cc1)c1ccc(NC2CCCCCC2)c([N+](=O)[O-])c1 (stereo not given)	92.8	-1.3	88.8	3.9	3.8	-5.9	96.8	108.1
Cc1nc(SCC(=O)Nc2ccc(F)cc2)c2oc3ccccc3c2n1	97.3	5.0	165.9	0.9	0.6	-8.2	90.9	111.4
Cc1ccc(SCC(=O)c2cc(C)c(O)c(C)c2)cc1	99.6	-0.2	103.7	5.5	3.4	-2.3	99.7	108.3
O=[N+]([O-])c1ccc(-c2csc(N3CCc4ccccc4C3)n2)cc1	102.8	1.2	101.6	-4.5	-0.5	-1.6	92.5	105.7
COc1cccc(NC(=S)N(Cc2ccccn2)Cc2ccccc2Cl)c1	104.4	-7.8	108.4	-1.3	1.9	1.7	98.5	105.0
Cc1cc(C(=O)O)ccc1-c1ccc(/C=C2\NC(=O)N(Cc3ccccc3Cl)C2=O)o1	98.4	2.8	104.9	0.9	-6.3	-0.5	99.4	112.5
Cc1ccc(OCC(=O)N/N=C2/SCC(=O)N2Cc2ccccc2)cc1	104.8	-4.0	105.4	3.9	1.0	-3.3	100.2	110.7
CC(C)Nc1oc(Cc2cccc3ccccc23)nc1C#N	98.7	-10.7	102.2	8.6	4.9	-3.7	106.3	96.9
Cc1cc(=O)oc2c1c(C)nn2-c1ccc(Cl)cc1	96.1	3.3	106.7	58.0*	7.8	-3.6	97.6	106.0
O=C(Cc1nnc(NC(=O)Nc2ccc(Cl)cc2)s1)NCc1ccccc1	98.3	8.0	104.5	4.2	-3.0	4.4	95.7	105.1
CCC1c2ccc(C)n2CCN1C(=O)Nc1ccccc1C(=O)OC (stereo not given)	90.1	2.4	97.0	4.7	-4.9	-1.0	92.0	98.0
CCCCNC(=O)c1onc(CSc2cc(C)cc(C)c2)c1C(=O)O	101.1	7.3	100.4	-0.9	2.0	9.1	141.9	98.3
COC(=O)CC(NS(=O)(=O)c1cccs1)c1ccc2c(c1)OCO2 (stereo not given)	94.8[may fluoresce green]	1.8	109.4[may fluoresce green]	1.6	0.3	4.5	105.2[may fluoresce green]	114.5
CCOc1cc(/C=C2\SC(=NC)N(C)C2=O)c(Br)cc1OC(C)=O	40.8*[may fluoresce violet]	-13.7	197.4*[may fluoresce violet]	-0.3	2.1	-14.1	75.9[may fluoresce violet]	105.6
